Screening data from PubChem BioAssay.
GluA2 TARP mod = modulators of GluA2-stargazin AMPA receptor complexes, primary screen, cell-based, membrane potential dye; Voltage-dependent calcium channel gamma-2 subunit (Mus musculus) + Glutamate receptor 2 …; HEK293 GluA2+stargazin, membrane potential dye (FDSS), glutamate EC50; hits were called plate by plate, in both directions; calls only at 30 µM; 3.5% of 40,000 active;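 active means any of four per-well response measures lying three or more SD from its plate-wide compound average, in either direction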
Target sequence (O88602 whole entry, looked up): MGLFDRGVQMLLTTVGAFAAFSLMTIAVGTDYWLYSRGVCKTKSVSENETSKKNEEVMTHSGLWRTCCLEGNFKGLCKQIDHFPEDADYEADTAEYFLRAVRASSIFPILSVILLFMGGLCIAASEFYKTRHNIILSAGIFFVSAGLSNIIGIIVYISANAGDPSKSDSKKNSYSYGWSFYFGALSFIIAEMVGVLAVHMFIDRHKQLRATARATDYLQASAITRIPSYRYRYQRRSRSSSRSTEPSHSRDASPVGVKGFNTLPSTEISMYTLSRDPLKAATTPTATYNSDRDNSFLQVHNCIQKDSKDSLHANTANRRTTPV
Target sequence (P19491 whole entry, looked up): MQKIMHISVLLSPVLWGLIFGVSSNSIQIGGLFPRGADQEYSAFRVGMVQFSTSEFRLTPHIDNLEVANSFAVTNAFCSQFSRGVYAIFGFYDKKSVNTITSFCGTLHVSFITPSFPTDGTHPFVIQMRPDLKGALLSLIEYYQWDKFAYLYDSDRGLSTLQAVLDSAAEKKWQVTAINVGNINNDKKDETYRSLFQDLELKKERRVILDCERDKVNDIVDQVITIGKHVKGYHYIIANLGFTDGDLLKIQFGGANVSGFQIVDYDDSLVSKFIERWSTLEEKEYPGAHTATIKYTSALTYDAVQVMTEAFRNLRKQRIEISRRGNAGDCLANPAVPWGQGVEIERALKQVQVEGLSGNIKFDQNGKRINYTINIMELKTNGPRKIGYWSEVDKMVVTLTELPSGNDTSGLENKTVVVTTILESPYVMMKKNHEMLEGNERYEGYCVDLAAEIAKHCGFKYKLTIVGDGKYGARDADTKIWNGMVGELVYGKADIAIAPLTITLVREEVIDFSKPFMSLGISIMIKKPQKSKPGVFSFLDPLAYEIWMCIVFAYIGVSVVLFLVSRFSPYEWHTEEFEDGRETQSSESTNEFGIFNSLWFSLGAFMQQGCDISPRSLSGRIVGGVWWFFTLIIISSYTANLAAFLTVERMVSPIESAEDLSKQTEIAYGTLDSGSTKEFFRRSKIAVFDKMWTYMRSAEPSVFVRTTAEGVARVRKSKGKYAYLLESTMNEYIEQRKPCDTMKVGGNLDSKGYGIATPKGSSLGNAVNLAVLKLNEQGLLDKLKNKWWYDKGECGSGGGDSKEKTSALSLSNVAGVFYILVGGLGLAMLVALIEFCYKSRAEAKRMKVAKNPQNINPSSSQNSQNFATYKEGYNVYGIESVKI
GluA2 TARP mod agonism max-min = second read-out of GluA2 TARP mod, no call of its own (marks repeat the call); compound max-min signal; compound-alone response (agonism);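 unitless range of fluorescence divided by baseline over first 100 seconds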
GluA2 TARP mod glutamate slope = second read-out of GluA2 TARP mod, no call of its own (marks repeat the call); glutamate slope, % of max; measured here: glutamate response slope, % max;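 scaled per plate between vehicle wells and maximal 1 mM glutamate control wells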
* = called active by the depositor; i = inactive; + = active, no number. This is a subset; rates above refer to the full screens.

| molecule | GluA2 TARP mod | GluA2 TARP mod agonism max-min | GluA2 TARP mod glutamate slope |
| --- | --- | --- | --- |
| COc1ccc(NC(=O)CN2CCN(c3nccn3-c3ccccc3F)CC2)cc1OC | i | 0.031 | 32 |
| O=C(CSCc1ccccc1)N1CCC(c2cccs2)CC1 | i | 0.077 | 61 |
| O=S(=O)(N1CCCCCC1)N1CCN(S(=O)(=O)N2CCOCC2)CC1 | i | 0.072 | 54 |
| CN(C)C(CNC(=O)NCc1ccc(Cl)cc1)c1cccn1C (configuration not stated) | i | 0.077 | 54 |
| O=C(c1cccs1)N1CCC2(CC1)NC(=O)N(CCc1ccccc1)C2=O | i | 0.059 | 31 |
| Cc1ccc(NCCNC(=O)C2CCCC2)nn1 | i | 0.099 | 52 |
| COCc1cnc2c(c1SCC(=O)NCc1ccccc1Cl)c(=O)n(C)c(=O)n2C | i | 0.048 | 41 |
| CCN(CC)C(=O)Cn1cc(C(=O)C(=O)N(Cc2ccccc2)C(C)C)c2ccccc21 | + | 0.052* | 80* |
| COC(=O)c1sccc1S(=O)(=O)N(CC(=O)Nc1ccc(F)cc1)c1ccc(Cl)cc1 | i | 0.095 | 75 |
| COc1cn(CC(=O)NCc2ccccc2Cl)c(CSc2nnnn2C)cc1=O | i | 0.064 | 57 |
| COc1ccc(NC(=O)Cn2ccn(-c3cc(C)cc(C)c3)c(=O)c2=O)cc1 | i | 0.1 | 57 |
| COc1ccc(S(=O)(=O)CCC(=O)N(CCN(C)C)c2nc3c(C)ccc(C)c3s2)cc1 | i | 0.074 | 57 |
| CC(=O)N1CC(C(=O)NCCc2ccc(S(N)(=O)=O)cc2)C1 | i | 0.083 | 54 |
| CC(C)(C)NC(=O)NCCC1CCCCN1S(=O)(=O)c1ccccc1 (configuration not stated) | + | 0.062* | 52* |
| CC(=O)Nc1ccc(NC(=O)C(=O)NCCn2nc(C)cc2C)cc1 | i | 0.13 | 52 |
| O=S(=O)(c1ccccc1Cl)N1CCN(c2ccc(-c3cccnc3)nn2)CC1 | i | 0.12 | 35 |
| O=C(Cc1ccc(-c2ccccc2)cc1)Nc1ccc(CC(=O)NC2CC2)cc1 | i | 0.087 | 51 |
| O=C(Oc1ccccc1)N1CCC(CNS(=O)(=O)c2ccc(Cl)s2)CC1 | i | 0.17 | 61 |
| COc1cc(OC)cc(C(=O)Nc2ccc(C)c(N3CCCCC3=O)c2)c1 | i | 0.091 | 56 |
| Cc1ccc(C(=O)Nc2ccc(SCC(=O)Nc3cc(C)no3)nn2)cc1 | i | 0.044 | 38 |
| CCOc1ccccc1NC(=O)Cc1csc(Nc2cccc(Cl)c2)n1 | i | 0.16 | 87 |
| COc1ccccc1OCC(O)Cn1c(C2CC(=O)N(c3ccccc3C)C2)nc2ccccc21 (configuration not stated) | i | 0.1 | 59 |
| Cn1cccc(C(=O)N2CCC(c3nnc(-c4ccco4)o3)CC2)c1=O | i | 0.1 | 52 |
| O=C(Cc1ccc(NC(=O)c2ccc(Cl)cc2)cc1)NC1CC1 | i | 0.048 | 42 |
| CCOc1ccc(C(=O)Nc2cc(C(=O)N3CCCCCC3)cn(C)c2=O)cc1OCC | i | 0.11 | 60 |
| COc1ccccc1N1CC(c2nc3ccccc3n2CC(O)COc2ccc(C)cc2)CC1=O (configuration not stated) | i | 0.11 | 59 |
| O=C(NCCC1=CCCCC1)C(=O)NCC(c1cccs1)N1CCOCC1 (configuration not stated) | i | 0.09 | 45 |
| COc1ccc(CC(=O)NCCS(=O)(=O)N2CCN(c3ncccn3)CC2)cc1OC | i | 0.082 | 62 |
| Cc1c(C)n2c3c(=O)n(CC(N)=O)c(=O)n(C)c3nc2n1-c1ccccc1Cl | i | 0.07 | 59 |
| CC(C)(CO)NC(=O)C(=O)NC1CC1 | i | 0.08 | 56 |
| O=C(/C=C/c1ccccc1)NCCC(O)c1cccs1 (configuration not stated) | i | 0.074 | 51 |
| Oc1ccccc1C1=Nc2ccccc2N=C(c2cccc(Br)c2)C1 | i | 0.084 | 39 |
| COCCn1c(SCC#N)nc2cc(C(=O)NC3CCCC3)ccc2c1=O | i | 0.078 | 44 |
| Cc1ccc(NCCNS(=O)(=O)c2ccccc2)nn1 | i | 0.12 | 60 |
| O=c1c2cc(-c3ccc(F)cc3)nn2ccn1Cc1nc(-c2ccccc2Cl)no1 | i | 0.11 | 68 |
| CCC(=O)N1CCN(c2ccc(C)nn2)CC1 | i | 0.13 | 57 |
| CC(C)(C)c1ccccc1OCC(=O)NCCC(=O)O | i | 0.068 | 75 |
| COc1cn(CC(=O)Nc2cc(C)on2)c(CSc2nccn2C)cc1=O | i | 0.059 | 57 |
| O=C(NCCCn1nc(-c2ccccc2)ccc1=O)Nc1ccc2c(c1)OCO2 | i | 0.097 | 39 |
| COC(=O)c1ccc(C(=O)NCC(O)(c2ccccc2)C(F)(F)F)cc1 (configuration not stated) | i | 0.14 | 61 |
| CCOC(=O)N1CCC(NC(=O)C(=O)Nc2ccccc2SC)CC1 | i | 0.11 | 66 |
| Cc1ccnc(Nc2ccc(NCCNS(=O)(=O)c3ccc(F)cc3)nn2)c1 | + | 0.19* | 34* |
| COc1ccc(S(=O)(=O)N2CCN(c3ccc(-c4ccncc4)nn3)CC2)c(OC)c1 | + | 0.19* | 45* |
| Cc1ccc(OCC(=O)Nc2ccc3c(c2)N(CCC(C)C)C(=O)C(C)(C)CO3)cc1 | + | 0.081* | 94* |
| COc1ccc(-c2ccc(C)c(NS(=O)(=O)CCc3ccccc3)c2)nn1 | i | 0.063 | 51 |
| NS(=O)(=O)c1ccc(CCNC(=O)C2CN(c3nc4c(F)cccc4s3)C2)cc1 | i | 0.1 | 65 |
| CC(C)C(=O)Nc1ccc(S(=O)(=O)NCC(c2ccccc2)N(C)C)cc1 (configuration not stated) | i | 0.15 | 44 |
| Cc1ccc(OCCCC(=O)NCC(C)C)c(C)c1 | i | 0.083 | 80 |
| O=C(NCc1ccccc1Cl)C(=O)NCC1CCN(C(=O)c2ccncc2)CC1 | i | 0.099 | 60 |
| COc1ccc(S(=O)(=O)N2CCCc3cc(NC(=O)c4ccccc4)ccc32)cc1 | i | 0.079 | 62 |

(list continues)
| molecule | GluA2 TARP mod | GluA2 TARP mod agonism max-min | GluA2 TARP mod glutamate slope |
| --- | --- | --- | --- |
| CNC(=O)c1nsc(C(=O)NCc2ccc(OC)c(OC)c2)c1N | + | 0.1* | 3.9* |
| CSc1ccccc1NC(=O)C1CCCN(c2ccc(-n3ccnc3)nn2)C1 (configuration not stated) | i | 0.089 | 65 |
| CCCc1cc(=O)n(CC(=O)NCCc2ccccc2)cn1 | i | 0.08 | 62 |
| COc1ccc(Cl)cc1S(=O)(=O)NCCCC(=O)NCc1ccccc1 | i | 0.13 | 65 |
| O=C1CCC(C(=O)NCC#CCN2CCc3ccccc3C2)N1 (configuration not stated) | i | 0.13 | 54 |
| CCCCn1c(SCc2nc(-c3cccs3)no2)nc2ccccc2c1=O | i | 0.075 | 58 |
| Cc1ccc(N2CC(O)Cn3c2nc2c3c(=O)n(Cc3ccccc3Cl)c(=O)n2C)cc1 (configuration not stated) | i | 0.11 | 65 |
| Cc1sc2ncnc(N3CCN(Cc4ccc5c(c4)OCO5)CC3)c2c1C | i | 0.091 | 57 |
| Cc1ccc(S(=O)(=O)N2CCCc3ccc(NC(=O)COc4ccccc4)cc32)cc1 | i | 0.059 | 68 |
| COc1ccc2nc(N(CCN3CCOCC3)C(=O)/C=C/c3cccc([N+](=O)[O-])c3)sc2c1 | + | 0.21* | 55* |
| Clc1ccc(-c2ccc(SCc3ccncc3)nn2)cc1 | i | 0.11 | 64 |
| COc1ccc(CC(=O)NCCNc2ccc(Nc3cc(C)ccn3)nn2)cc1 | i | 0.11 | 49 |
| COc1ccc(-n2ccnc(SCC(=O)Nc3cc(Cl)ccc3OC)c2=O)cc1 | i | 0.045 | 54 |
| O=C(CCS(=O)(=O)c1ccccc1)N1CCC(c2nnc(-c3ccc(F)cc3)o2)CC1 | i | 0.1 | 53 |
| Cc1ccc(OCC(=O)NCCS(=O)(=O)N2CCN(Cc3ccccc3)CC2)cc1 | i | 0.064 | 24 |
| COc1ccc(-c2csc(CN3CCN(C(=O)c4cccs4)CC3)n2)cc1 | i | 0.12 | 52 |
| O=C(c1ccccc1C(F)(F)F)N1CCC2(CC1)NC(=O)N(Cc1ccc(F)cc1)C2=O | i | 0.11 | 37 |
| COCC(C)(O)CNC(=O)COc1ccccc1OC (configuration not stated) | i | 0.092 | 60 |
| CCN(c1ccccc1)S(=O)(=O)c1ccc(C(=O)Nc2nc(C(C)C)cs2)cc1 | i | 0.11 | 56 |
| COc1cn(-c2ccc(F)cc2)nc1C(=O)NCCN1CCOCC1 | i | 0.12 | 62 |
| CC(O)(CNS(=O)(=O)c1ccc(F)c(Cl)c1)c1ccc2c(c1)OCO2 (configuration not stated) | i | 0.2 | 40 |
| O=C(CCc1csc(NS(=O)(=O)c2ccc(F)cc2)n1)Nc1ccc(Cl)cc1 | + | 0.14* | 43* |
| O=C(Nc1ccc(N2CCCCC2=O)cc1)c1ccco1 | i | 0.088 | 46 |
| Cc1nc(NCc2ccc3c(c2)OCO3)nc(N2CCCCC2)c1[N+](=O)[O-] | i | 0.11 | 73 |
| CCOC(=O)c1sc2cccc(F)c2c1S(=O)(=O)Nc1cc(Cl)c(OC)cc1OC | + | 0.11* | 86* |
| CCn1c(C2CC(=O)N(CC(C)C)C2)nc2ccccc21 (configuration not stated) | i | 0.045 | 48 |
| O=S(=O)(Nc1cccnc1)c1cccc(Cl)c1 | i | 0.081 | 62 |
| O=C(Cn1nc2ccc(SCc3ccc(Cl)cc3)nn2c1=O)Nc1cccc(F)c1 | i | 0.1 | 70 |
| COC(=O)Cn1c(=O)c2c(nc3n(-c4cc(C)cc(C)c4)c(C)c(C)n23)n(C)c1=O | i | 0.12 | 66 |
| Cc1ccsc1C(O)CNC(=O)c1ccsc1 (configuration not stated) | i | 0.1 | 48 |
| O=C(Nc1ccc(S(=O)(=O)N2CCN(c3cnccn3)CC2)cc1)c1cccc(F)c1 | i | 0.15 | 56 |
| CCOc1ccccc1NC(=O)N1CCN(c2ccc3nnc(C4CC4)n3n2)CC1 | i | 0.069 | 45 |
| COc1cc(C(=O)NCCNc2ccc(Nc3ccncc3)nn2)cc(OC)c1OC | i | 0.08 | 62 |
| CN(C1CCCC1)S(=O)(=O)c1ccc(C(=O)Nc2ccc3c(c2)OCO3)cc1 | i | 0.14 | 57 |
| O=C(Cc1csc(NC(=O)c2ccc(=O)[nH]c2)n1)NCc1ccc2c(c1)OCO2 | i | 0.065 | 32 |
| O=C(NCc1cccc2ccccc12)N1CCC(c2cccs2)CC1 | i | 0.13 | 71 |
| Cc1ccc2nc3c(cc(C(=O)N4CCOCC4)n3C)c(=O)n2c1 | i | 0.15 | 72 |
| CCc1ccc(OC)c(S(=O)(=O)NCc2ccsc2)c1 | i | 0.045 | 36 |
| O=[N+]([O-])c1ccc(S(=O)(=O)NCC(c2cccs2)N2CCOCC2)cc1 (configuration not stated) | i | 0.11 | 57 |
| COc1ccc(C(=O)N2CCN(c3ccccc3F)CC2)cc1OC | i | 0.08 | 76 |
| O=C(CC12CC3CC(CC(C3)C1)C2)NCCS(=O)(=O)N1CCN(c2ccccn2)CC1 | i | 0.097 | 50 |
| Cc1cc(C(=O)NCCOc2cccc(C(F)(F)F)c2)ccc1[N+](=O)[O-] | i | 0.16 | 51 |
| CCCCOc1ccc(S(=O)(=O)NCCOc2ccc3nnc(C)n3n2)cc1 | i | 0.054 | 50 |
| CCOc1cccc2sc(NC(=O)CCCS(=O)(=O)c3ccc(C)cc3)nc12 | i | 0.062 | 42 |
| COc1cc(OC)cc(C(=O)Nc2nnc(-c3ccco3)o2)c1 | i | 0.13 | 75 |
| CC(=O)Nc1ccc(NC(=O)CSc2nc(=O)n(CCCO)c3c2CCCC3)cc1 | i | 0.044 | 57 |
| COc1ccc(-c2csc(CN3CCN(C(=O)c4cc5ccccc5o4)CC3)n2)cc1 | i | 0.12 | 47 |
| Cc1cc(N2CCCCC2)nc(N2CCN(C(=O)c3ccc(C)c(C)c3)CC2)n1 | i | 0.14 | 60 |
| O=C(NC1CCCCCC1)C1c2ccccc2C(=O)N1CCC1=CCCCC1 (configuration not stated) | + | 0.15* | 74* |
| O=C(c1ccc(F)c(F)c1)N1CCN(c2nccn2-c2cccc(Cl)c2)CC1 | i | 0.027 | 30 |

Additional compounds.
| molecule | GluA2 TARP mod | GluA2 TARP mod agonism max-min | GluA2 TARP mod glutamate slope |
| --- | --- | --- | --- |
| COc1ccccc1OCCN(C)C(=S)Nc1ccccc1 | i | 0.041 | 69 |
| CCN1CCN(CC(=O)Nc2cc(C(=O)OC)ccc2C(=O)OC)CC1 | i | 0.078 | 51 |
| Cn1cccc1C(CNS(=O)(=O)Cc1ccccc1)N1CCCC1 (configuration not stated) | i | 0.079 | 52 |
| COc1ccc(NC(=O)CSc2nccn(-c3cccc(F)c3)c2=O)cc1Cl | i | 0.11 | 47 |
| O=[N+]([O-])c1cccc(C(=S)N2CCN(C(=S)c3cccc([N+](=O)[O-])c3)CC2)c1 | i | 0.097 | 50 |
| CCOc1ccc(NC(=O)Cc2csc(NC(=O)c3ccc[nH]c3=O)n2)cc1 | i | 0.056 | 37 |
| CC(=O)NCCNC(=O)CCC1=NS(=O)(=O)c2ccccc2N1 | i | 0.096 | 42 |
| Cc1ccc(-n2nnc(C(=O)NCc3cccnc3)c2C)cc1 | i | 0.094 | 53 |
| COc1ccc(CNC(=O)Nc2ccc3c(c2)CCC(=O)N3)cc1OC | i | 0.075 | 43 |
| O=C(Nc1nc(-c2cc([N+](=O)[O-])cs2)cs1)c1ccno1 | i | 0.12 | 45 |
| COc1cccc(C(=O)N2CCN(c3ncnc4c3nnn4-c3cccc(OC)c3)CC2)c1 | i | 0.074 | 41 |
| CCOC(=O)c1ccc(NC(=O)c2cccnc2)cc1 | i | 0.064 | 54 |
| Cc1cc(NCCOCCO)n2ncc(-c3ccc(Cl)cc3)c2n1 | i | 0.18 | 49 |
